Growth percent in the NCI-60 one-dose screen (48 h, 10 µM unless noted): 100 = growth as untreated, 0 = no growth, -100 = all killed.
NCI-H322M: NCI-H322M lung cancer; 80,000 compounds, 2.7% hits
NCI-H23: NCI-H23 lung cancer; 80,000 compounds, 4% hits; AID 1794731
NCI-H460: NCI-H460 lung cancer; AID 1794736; 82,000 compounds, 6.8% hits
NCI-H226: NCI-H226 lung cancer; 79,000 compounds, 3.5% hits
COLO 205: COLO 205 colon cancer | AID 1794742 | 79,000 compounds, 7.3% hits
A498: A498 renal cancer cells; 76,000 compounds, 5.4% hits
RXF 393: RXF 393 renal cancer cells | 77,000 compounds, 6.9% hits | AID 1794773
HT29: HT29 colon cancer; AID 1794748; 81,000 compounds, 7.4% hits
NCI-H522: NCI-H522 lung cancer. 78,000 compounds, 8% hits
Starred values were filed as active, the others as inactive; . = no result given; & = joins results of further samples; ! = not confirmed by another sample. How the source made its calls: active means growth percent below 10; inactive means the rest.

SMILES	NCI-H322M	NCI-H23	NCI-H460	NCI-H226	COLO 205	A498	RXF 393	HT29	NCI-H522
O=C(CSc1nc(NC(=O)CN2CCN(c3cc4c(cc3F)c(=O)c(C(=O)O)cn4C3CC3)CC2)cc(=O)[nH]1)Nc1ccc(Cl)cc1	98	95	101	97	108	96	98	107	93
C[C@@]1(CCC#N)[C@H]2CC[C@@H]3[C@H]4[C@H](C(=O)/C=C/c5cccnc5)CC[C@]4(C(=O)NC4CCCCC4)CC[C@@]3(C)[C@]2(C)CC[C@H]1C(=O)/C=C/c1cccnc1	97	82	86	86	86	53	81	53	71
Cc1nc(-c2ccc(Cl)cc2)ccc1NC(=O)Nc1ccc2c(c1)OCO2	103	106	111	101	129	111	108	90	63
Cc1cccc2[nH]c(=O)cc(-n3ncc(C#N)c3N)c12	109	103	105	.	.	.	114	111	96
Nc1cc(C(=O)Nc2ccc(C3=NCCN3)cc2)ccc1C(=O)Nc1ccc(C2=NCCN2)cc1	96	93	90	94	98	.	107	99	81
COc1cc(CNS(=O)(=O)c2ccc(C)cc2)ccc1OCc1cn(-c2ccccc2)nn1	93	83	97	81	108	59	100	103	77
S=c1oc(-c2cc(-c3ccccc3)nc3ccccc23)nn1CN1CCN(c2ccccc2)CC1	99	107	102	86	123	65	112	112	92
CC1(C)Cc2c(Br)c(Br)c(Br)c(OCC(O)CN3CCN(c4ccccn4)CC3)c2O1 (stereo unspecified)	58	81	88	92	114	96	100	70	61
O=C(Nc1cccnc1)c1ccc2nc(-c3ccccc3)c(-c3ccccc3)nc2c1	110	78	84	84	86	76	95	81	61
N[C@@H](Cc1cn(-c2c3ccccc3nc3ccccc23)nn1)C(=O)O	98	.	111	103	109	102	114	107	105
COC(=O)c1c(NC(=O)C(F)(F)F)sc2c1CCC1(C2)OCCO1	107	109	109	102	.	.	120	104	93
CC(=O)OCC(=O)[C@@]1(O)CC[C@H]2[C@@H]3CCC4=CC(=O)CC[C@]4(C)[C@H]3[C@@H](O)C[C@@]21C	91	89	92	82	96	79	132	91	98
O=C(O)CCNC(=O)C1CCC(=O)CC1	103	107	104	108	113	109	100	102	95
CC(C)(C)c1ccc(OS(=O)(=O)c2ccccc2)cc1	105	98	106	92	107	81	106	98	88
C/C(=C\c1cccs1)[N+](=O)[O-]	102	98	106	104	112	95	112	93	74
Cc1cc(=O)oc2cc(OC(=O)CN3CCN(C)CC3)ccc12	105	97	102	100	110	97	101	104	92
N=c1c2cc(-c3ccccc3)oc2ncn1/N=C/c1ccc(Br)cc1	78	102	16	71	99	80	87	102	92
Nc1cc(S(=O)(=O)O)cc2cccc(O)c12	109	105	112	106	95	123	129	92	89
C=CCn1cc(-c2nc3ccccc3s2)c2cc(-c3ccc4c5c(cccc35)C(=O)N(CCN3CCOCC3)C4=O)ccc21	101	100	102	103	113	102	119	99	91
Cc1oc(-c2ccc(Cl)cc2)nc1/C=C/C(=O)c1ccc(Cl)cc1	93	92	95	85	104	86	101	96	85
c1cnc2[nH]cc(-c3ccc(-c4c[nH]c5ncccc45)[nH]3)c2c1	64	74	78	58	89	58	56	89	65
Cc1nc2[nH]c(=O)n(O)c(=O)c2s1	.	96	106	.	112	.	108	104	95
CCCCCCCCCC(=O)Oc1ccc(/C(=C(/C)c2ccccc2)c2ccc(OCCN3CCCC3)cc2)cc1	33	27	-7.5*	66	-57*	1.7*	-32*	-35*	-26*
O=C(O)c1ccc(I)cc1	97	98	107	106	107	95	116	98	103
CCCCCCCCCCCCCCCCCCOP(=O)([O-])OC1CC[N+](C)(C)CC1	40&59	61&76	-35*	19&49	-31*	-25*	-49*!	-30*	-88*

As a short view, part of the list above.
SMILES	NCI-H322M	NCI-H23	NCI-H460	NCI-H226	COLO 205	A498	RXF 393	HT29	NCI-H522
Cc1oc(-c2ccc(Cl)cc2)nc1/C=C/C(=O)c1ccc(Cl)cc1	93	92	95	85	104	86	101	96	85
c1cnc2[nH]cc(-c3ccc(-c4c[nH]c5ncccc45)[nH]3)c2c1	64	74	78	58	89	58	56	89	65
Cc1nc2[nH]c(=O)n(O)c(=O)c2s1	.	96	106	.	112	.	108	104	95
CCCCCCCCCC(=O)Oc1ccc(/C(=C(/C)c2ccccc2)c2ccc(OCCN3CCCC3)cc2)cc1	33	27	-7.5*	66	-57*	1.7*	-32*	-35*	-26*
O=C(O)c1ccc(I)cc1	97	98	107	106	107	95	116	98	103
CCCCCCCCCCCCCCCCCCOP(=O)([O-])OC1CC[N+](C)(C)CC1	40&59	61&76	-35*	19&49	-31*	-25*	-49*!	-30*	-88*

The listing continues.
SMILES	NCI-H322M	NCI-H23	NCI-H460	NCI-H226	COLO 205	A498	RXF 393	HT29	NCI-H522
CN=C(N)c1ccc(N)cc1	118	103	112	111	103	108	112	112	107
CNC(=O)Nc1ccc(S(N)(=O)=O)cc1	106	100	109	98	138	106	151	103	101
COc1ccc(NC(=O)c2sc3ncccc3c2N)cc1	117	81	100	98	104	98	119	96	70
Cc1[nH]n(C(N)=O)c(=O)c1N=Nc1ccc(S(=O)(=O)N=C(N)N)cc1	103	.	107	100	106	109	109	110	95
CCOC(=S)SCC(=O)c1cccc([N+](=O)[O-])c1	96	93	.	103	120	.	80	109	.
COc1cc(/C=C/c2c(-c3ccc(Cl)cc3)nc3sc(-c4ccccc4)c(-c4ccccc4)n23)cc(OC)c1OC	101	97	102	90	105	89	96	92	79
O=S(=O)(SC(=S)NCCNC(=S)SS(=O)(=O)c1ccc(Cl)cc1)c1ccc(Cl)cc1	105	110	118	101	124	132	136	118	106
O[C@@H]1Cc2cc(OC(F)(F)F)ccc2N[C@H](c2ccco2)C1	112	99	113	.	111	86	119	97	103
CC(=O)c1ccc2ccccc2c1O	96	102	108	91	107	119	109	108	103
CCOC(=O)c1sc(/N=C2\C(=O)Nc3ccc(F)cc32)nc1C	94	84	.	98	105	.	111	98	87
O=S(=O)(Nc1ccc(Cl)nn1)c1ccc(NC(=S)OCCO)cc1	104	92	101	94	112	80	115	111	90
O=C1CSC(=S)N1/N=C\c1c(O)ccc2ccccc12	.	84	94	86	97	94	89	102	95
Cc1ccc(S(=O)(=O)Oc2nncc(-c3ccccc3)n2)cc1	125	103	123	104	106	88	.	115	103
O=C(O)C1CCCN1C(=O)OCc1ccccc1 (stereo unspecified)	104	104	102	108	107	108	139	98	86
CC1(C)CN1C(=O)Nc1ccc(Cc2ccc(NC(=O)N3CC3(C)C)cc2)cc1	97	106	106	92	102	109	121	110	101
COC(=O)C1(C(C)C(=O)c2ccc(Cl)cc2)NC(=S)NC(=O)C1C#N (stereo unspecified)	102	99	124	90	121	127	102	115	104
O=C(O)c1nc[nH]c1C(=O)O	104	97	107	106	.	100	117	.	94
COc1ccccc1-n1c(-c2cc(O)ccc2C)cn2c3c(=O)[nH]c(=O)n(C)c3nc12	36	91	92	107	84	106	19	32	44
NS(=O)(=O)c1ccc(Nc2nc(N/N=C/c3ccc(-n4ccnc4)cc3)nc(Nc3ccccc3)n2)cc1	112	104	110	113	150	184	99	127	112
NC(=O)c1ccccc1NC(=O)c1ccccc1C(=O)O	114	101	110	104	139	86	93	93	50
CCc1ncc(C(O)c2ccc(Cl)cc2)n1Cc1ccccc1 (stereo unspecified)	94	83	97	81	109	.	96	95	75
Cc1ccc(-c2nc([P+](c3ccccc3)(c3ccccc3)c3ccccc3)c(N3CCOCC3)o2)cc1	7.9*	-9.7*	3.3*	-2.7*	-70*	.	-1.3*	-0.8*	0.4*
Cc1nc2c(C)c(C(=O)Nc3ccccc3)sc2c(=O)[nH]1	100	103	111	102	124	106	131	97	73
CCOC(=O)c1ccc(NC(=S)NC(=O)c2ccc(Br)cc2)cc1	85	84	101	100	100	104	103	96	83
CCCCCCCCCCCCCCCCCCOc1ccccc1CC(=O)OCC[N+](CC)(CC)CC	71	13	35	54	-27*	66	-17*	13	11

The results go on:
SMILES	NCI-H322M	NCI-H23	NCI-H460	NCI-H226	COLO 205	A498	RXF 393	HT29	NCI-H522
CCOC(=O)c1ccccc1OC(=O)NNc1ccccc1	58	100	30	89	76	100	124	109	.
COc1ccc(-c2cc(-c3cc(OC)c(OC)c(OC)c3)[nH]c(=O)c2C#N)cc1	5.7*	86	52	23	130	-2.4*	15	103	51
COc1cc(C2=Cc3[nH][nH]c(=O)c3C(c3sc(N(C)Cc4ccccc4)nc3Cl)C2)cc(OC)c1OC (stereo unspecified)	94	94	97	95	115	101	.	116	90
N#Cc1c(-c2ccc(F)cc2)nc(NN2C(=O)CCC2=O)nc1N1CCOCC1	102	108	105	82	105	92	103	108	99
O=C1c2ccccc2C(=O)N1CCCCl	110	113	104	102	111	101	114	84	81
OC1(Cc2ccccc2)CCN(c2ccc3nnc(Cl)n3n2)CC1	102	100	111	94	110	81	99	104	96
CC(=O)NNc1nc(C)cs1	104	111	117	103	107	.	110	104	93
O=S1(=O)CC2=C1/C=C/CCCC2	105	108	100	96	101	88	98	108	93
Cn1c(O)c(N=Nc2nc(-c3cc4ccccc4oc3=O)cs2)c2ccccc21	102	101	100	.	.	.	106	107	96
COc1nc(OC)nc(-c2cc(-c3ccc(Br)cc3)no2)n1	104	101	105	88	.	77	92	106	98
O=C(c1cccc(Cl)c1)N1CCN(c2ccnc3cc(Cl)ccc23)CC1	95	83	97	89	104	21	72	84	65
O=C1NC(=O)/C(=C\c2ccco2)S1	111	101	105	96	91	76	106	114	.
CC1CCN(CCCCCOc2ccc3oc4ccc(Cl)cc4c(=O)c3c2)CC1	80	74	27	95	22	79	71	1.5*	53
Cc1ccc(C2=Nc3ccc(Cl)cc3C3=NCNC(=S)N23)cc1	98	104	93	99	108	81	135	122	94
S=c1nc[nH]c2c1cnn2-c1ccccc1	96	86	104	88	123	.	111	110	98
COc1cc(/C=C/C(=O)c2cc(-c3ccccc3)ccc2O)cc(OC)c1OC	86	66	68	93	91	74	98	82	55
CCCN1C(=O)c2c(Br)c(Br)c(Br)c(Br)c2C1=O	89	102	103	103	109	106	109	.	82
COc1ccc(CSc2nc3cc(OC)c(OC)cc3c(=O)n2-c2ccccc2OC)cc1	101	103	102	.	111	91	.	106	.
COc1cccc(NC(=O)CCC(=O)O)c1	93	98	107	98	93	104	109	99	.
O=C1c2ccccc2C(=O)c2c1ccc1[nH]c(CCl)nc21	63	15	1.5*	.	29	16	35	5.8*	-31*
CN(C(=O)C1CC=CCC1C(=O)N(C)c1ccccc1)c1ccccc1 (stereo unspecified)	105	103	107	98	105	89	111	109	109
CC(C)N(c1ccc(Cl)cc1)c1nc(-c2ccc([N+](=O)[O-])cc2)cs1	96	96	100	97	101	110	112	84	84
CC(=O)Nc1ccc2ncc(C(N)=O)c(Nc3ccc(C)cc3)c2c1	108	96	102	97	103	80	105	100	92
COc1cc(/C(Cl)=N/N=C(\Cl)c2ccc(NC(=O)CO)cc2)cc(OC)c1OC	96	97	99	91	92	67	104	82	65
NC(N)=N/N=C/c1cc([N+](=O)[O-])ccc1OCC(=O)O	106	100	111	108	111	131	120	104	107

The listing continues:
SMILES	NCI-H322M	NCI-H23	NCI-H460	NCI-H226	COLO 205	A498	RXF 393	HT29	NCI-H522
CC(CNc1ccc(Cl)cc1)(CNc1ccc(Cl)cc1)[N+](=O)[O-]	90	102	100	100	99	72	112	102	.
COc1ccc(Cl)c(C(=O)O)c1	110	109	111	104	107	112	112	121	.
CCOC(=O)c1ccc2c(c1)OC(NCc1ccc(C#N)cc1)C(=O)N2C (stereo unspecified)	97	95	104	90	113	93	93	102	71
Cc1nn(-c2ccc(F)cc2)c2nc(-c3ccc([N+](=O)[O-])cc3)[nH]c(=O)c12	104	95	99	99	110	105	110	104	101
O=C(O)CSCc1nnc2n(Cc3ccccc3)c(=O)c3c4c(sc3n12)CCCC4	101	91	111	87	88	112	89	111	64
Cc1c(C(=O)Nc2ccccc2)sc2c(=O)[nH]cnc12	106	98	106	105	119	85	125	92	68
CCOC(=O)c1c(C)nc2c(c1N)/C(=C/c1ccc[nH]1)C(=O)N2Cc1ccc(OC)c(F)c1	105	98	90	91	95	88	93	88	58
COc1ccc(-c2cc(-c3ccc(OC)cc3)n3nc(NC(C)=O)nc3n2)cc1	106	141	106	96	123	107	100	108	97
O=[N+]([O-])c1ccccc1NC1c2ccccc2Oc2ccccc21	75	79	15	78	69	11	81	11	26
Cc1ccc2c(c1)C(=O)N(CC[P+](c1ccccc1)(c1ccccc1)c1ccccc1)C2=O	95	97	99	101	73	78	.	101	72
CC(C)CSc1nc(-c2ccc(F)cc2)c(C#N)c(N2CCCCC2)n1	94	84	.	90	96	.	88	88	83
NC(=O)N1C(=O)C=CC1=O	120&124	109&104	109&115	100&115	109&113	115&113	117&126	114&101	113&100
Cn1c2ncccc2c2c3c(c4c5ccccc5ccc4c21)C(=O)NC3=O	95	.	109	88	117	118	114	104	101
O=C1/C(=C/c2cn(-c3ccccc3)nc2-c2ccccc2)SC(=S)N1c1ccccc1	99	95	107	96	117	91	107	108	91
CC(=O)N(c1ccccc1)c1ccccc1	94	98	106	93	114	.	113	102	96
CC(C)(C)Nc1nc2c(OCCc3ccccc3)cccn2c1-c1cccc([N+](=O)[O-])c1	98	.	94	88	111	103	86	105	92
CC(=O)OC1[C@@H](OC(C)=O)[C@H](OC(C)=O)C2(CO2)[C@H](OC(C)=O)[C@H]1OC(C)=O (stereo partly specified)	101	103	97	91	103	89	84	96	110

Some of these compounds in order of heavy-atom count, largest number first:
SMILES	NCI-H322M	NCI-H23	NCI-H460	NCI-H226	COLO 205	A498	RXF 393	HT29	NCI-H522
CC(=O)OC1[C@@H](OC(C)=O)[C@H](OC(C)=O)C2(CO2)[C@H](OC(C)=O)[C@H]1OC(C)=O (stereo partly specified)	101	103	97	91	103	89	84	96	110
CC(=O)N(c1ccccc1)c1ccccc1	94	98	106	93	114	.	113	102	96
COc1ccc(Cl)c(C(=O)O)c1	110	109	111	104	107	112	112	121	.

Compound activity deposited in PubChem by NCI.
